GSTO1 inh – GSTO1 inhibition, counter-screen for RBBP9 inhibitors | recombinant GSTO1, activity-based probe fluorescence polarization | P78417 | AID 1974 | inhibition, % at 5.96 µM | actives 1.1% (n = 300,000);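 active = inhibition above the campaign mean inhibition plus 3 SD, cut at about 35% in these data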;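 also: 0% = GSTO1-1 with DMSO and 100% = wells lacking GSTO1-1 enzyme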
LYPLA1 inh – blocks human lysophospholipase 1, a PME1 counter-screen; recombinant LYPLA1, FP-Rh probe fluorescence polarization; O75608; inhibition, % at 5.9 µM; actives 0.16% (n = 320,000);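 active = inhibition above the mean of all tested compounds plus 3 SD, set per campaign, cut at about 14% in these data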;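 also: inhibitors block serine hydrolase probe labeling of LYPLA1 so polarization falls; 0% = enzyme with DMSO and 100% = wells lacking LYPLA1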
PAFAH1B3 FP inh – inhibitors of human PAFAH1B3; recombinant PAFAH1B3, FP-rhodamine probe, fluorescence polarization; inhibition, % at 3.39 µM; actives 0.28% (n = 340,000); AID 492972;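 active = inhibition above the screen-wide average of all tested compounds plus 3 SD, cut at about 25% in these data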;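 also: 0% = enzyme with DMSO only and 100% = wells lacking PAFAH1B3 protein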
Target sequence (Q15102 whole entry, looked up): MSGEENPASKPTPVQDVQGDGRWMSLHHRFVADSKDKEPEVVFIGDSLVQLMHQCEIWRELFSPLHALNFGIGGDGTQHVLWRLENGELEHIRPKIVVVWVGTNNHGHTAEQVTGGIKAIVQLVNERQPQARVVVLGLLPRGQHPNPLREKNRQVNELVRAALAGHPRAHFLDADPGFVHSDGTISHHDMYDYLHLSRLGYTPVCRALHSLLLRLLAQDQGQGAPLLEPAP
LYPLA2 counter – blocks human lysophospholipase 2, a PME1 counter-screen; AID 2177; inhibition, % at 5.9 µM; recombinant LYPLA2, FP-Rh probe fluorescence polarization; O95372; actives 0.38% (n = 320,000);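 active = inhibition above the screen-wide mean plus 3 SD, limit set per campaign, cut at about 26% in these data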;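 also: 0% = LYPLA2 with DMSO and 100% = wells lacking LYPLA2 enzyme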
Target sequence (O95372 whole entry, looked up): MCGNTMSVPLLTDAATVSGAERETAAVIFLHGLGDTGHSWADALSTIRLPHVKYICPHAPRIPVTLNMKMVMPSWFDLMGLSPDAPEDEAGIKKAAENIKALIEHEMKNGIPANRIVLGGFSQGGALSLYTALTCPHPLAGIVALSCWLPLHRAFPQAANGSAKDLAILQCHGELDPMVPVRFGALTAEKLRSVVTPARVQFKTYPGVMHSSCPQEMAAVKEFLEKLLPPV
PAFAH1B2 FP inh – PAFAH1B2 (human) inhibition; recombinant PAFAH1B2, FP-rhodamine activity probe, fluorescence polarization; inhibition, % at 3.39 µM; actives 1.2% (n = 340,000); AID 492953;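 active = inhibition above the mean of all tested compounds plus 3 SD, cut at about 24% in these data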;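 also: 0% = enzyme with DMSO and 100% = wells lacking PAFAH1B2; many of its hits are not listed in these tables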
PAD4 inh – blocks human protein arginine deiminase 4; Q9UM07; recombinant PAD4, RCA probe fluorescence polarization; inhibition, % at 6.36 µM; actives 0.41% (n = 330,000); AID 485272;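 active = percent inhibition above a cutoff equal to the mean of all tested compounds plus 3 SD, cut at about 15% in these data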;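 also: 0% = PAD4 with RCA probe and DMSO and 100% = probe without PAD4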
PREPL inh – inhibitors of human prolyl oligopeptidase-like enzyme PREPL. Q4J6C6. recombinant PREPL, fluorescence polarization activity-based probe. inhibition, % at 5.96 µM. actives 0.68% (n = 320,000). AID 2751; in the data active = inhibition above about 43%;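 also: 0% = enzyme with DMSO and 100% = wells lacking enzyme; many of its hits are not listed in these tables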
PME-1 primary – blocks human protein phosphatase methylesterase 1; Q9Y570; actives 0.53% (n = 320,000); recombinant PME-1, FP-Rh probe fluorescence polarization; inhibition, % at 5.9 µM; AID 2130;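 active = inhibition above the campaign mean of all compounds plus 3 SD, cut at about 26% in these data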;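 also: competitive labeling of PME-1 active site by serine hydrolase directed probe; 0% = PME-1 with DMSO and 100% = wells lacking PME-1 enzyme; inhibitors block probe labeling so polarization falls and inhibition rises; many of its hits are not listed in these tables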
pPAFAH FP inh – pPAFAH (human) enzyme inhibition. Q13093. recombinant pPAFAH, FP-rhodamine probe fluorescence polarization. inhibition, % at 3.39 µM. actives 1.5% (n = 330,000);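 active = inhibition above the mean inhibition across the screen plus 3 SD, cut at about 25% in these data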;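 also: inhibitors block binding of the rhodamine activity-based probe so polarization drops; 0% = enzyme with DMSO and 100% = wells lacking pPAFAH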
Target sequence (Q13093 whole entry, looked up): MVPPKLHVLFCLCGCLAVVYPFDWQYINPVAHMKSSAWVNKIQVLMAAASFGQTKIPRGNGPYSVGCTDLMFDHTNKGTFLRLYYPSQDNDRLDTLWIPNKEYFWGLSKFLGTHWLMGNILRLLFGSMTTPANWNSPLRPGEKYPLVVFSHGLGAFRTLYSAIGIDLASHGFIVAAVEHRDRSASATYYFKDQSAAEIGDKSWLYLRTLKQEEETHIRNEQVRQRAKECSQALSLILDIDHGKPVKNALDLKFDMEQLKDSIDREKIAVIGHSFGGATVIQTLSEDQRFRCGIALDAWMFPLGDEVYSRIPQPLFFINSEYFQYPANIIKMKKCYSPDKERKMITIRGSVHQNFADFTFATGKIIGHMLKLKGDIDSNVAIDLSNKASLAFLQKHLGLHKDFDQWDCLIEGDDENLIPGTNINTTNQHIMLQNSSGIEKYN
Active calls of the source: *.

Results for Cc1sc2ncn3cnnc3c2c1C ?
GSTO1 inh: 0.0; LYPLA1 inh: 0.8; PAFAH1B3 FP inh: 7.8; LYPLA2 counter: 1.4; PAFAH1B2 FP inh: -1.2; PAD4 inh: -2.8; PREPL inh: 1.8; PME-1 primary: 0.9; pPAFAH FP inh: 2.1

Results for COc1cc(C2C(C#N)=C(N)Oc3cc(O)ccc32)cc(OC)c1OC (stereo unspecified) ?
GSTO1 inh: -2.1; LYPLA1 inh: -2.0; PAFAH1B3 FP inh: 7.2; LYPLA2 counter: 1.7; PAFAH1B2 FP inh: 2.4; PAD4 inh: -1.4; PREPL inh: 6.1; PME-1 primary: 0.2; pPAFAH FP inh: 4.3

How did CCOc1ccc(/C=N/NC(=O)C(OC)c2ccccc2)cc1 (stereo unspecified) do in these assays?
GSTO1 inh: -8.3; LYPLA1 inh: 3.5; PAFAH1B3 FP inh: -1.1; LYPLA2 counter: 9.0; PAFAH1B2 FP inh: 5.5; PAD4 inh: -4.8; PREPL inh: 3.4; PME-1 primary: -1.2; pPAFAH FP inh: 5.7

How did Cc1cccc(NC(=O)CN2CCN(C(=O)c3oc4c(Cl)cccc4c3C)CC2)c1C do in these assays?
LYPLA1 inh: 0.9; PAFAH1B3 FP inh: -1.6; LYPLA2 counter: -1.3; PAFAH1B2 FP inh: 0.3; PAD4 inh: -1.1; PREPL inh: 0.2; PME-1 primary: 2.0; pPAFAH FP inh: -1.4

Results for CC(=O)NCCc1nc2ccccc2n1CCOc1ccccc1C ?
GSTO1 inh: -0.7; LYPLA1 inh: 0.6; PAFAH1B3 FP inh: 4.3; LYPLA2 counter: 0.7; PAFAH1B2 FP inh: 6.1; PAD4 inh: -0.9; PREPL inh: -4.6; PME-1 primary: 7.4; pPAFAH FP inh: 7.8

Results for COc1cc(OC)cc(C(=O)NCC(=O)OC2CCCCC2=O)c1 (stereo unspecified) ?
LYPLA1 inh: 0.9; PAFAH1B3 FP inh: 4.3; LYPLA2 counter: -0.4; PAFAH1B2 FP inh: 5.1; PAD4 inh: 3.0; PREPL inh: 6.1; PME-1 primary: 7.7; pPAFAH FP inh: 1.8

Results for COCCOc1ccc(C(F)(F)F)cc1NC(=O)COC(=O)c1cc([N+](=O)[O-])ccc1N1CCOCC1 ?
GSTO1 inh: -4.3; LYPLA1 inh: -0.1; PAFAH1B3 FP inh: 8.7; LYPLA2 counter: 3.5; PAFAH1B2 FP inh: 5.2; PAD4 inh: 1.6; PREPL inh: 13.2; PME-1 primary: 0.0; pPAFAH FP inh: 8.6

What do the screens show for `CCOC(=O)c1nn(-c2ccccc2)c(=O)cc1OCC(=O)Nc1cc(C)ccc1OC`?
GSTO1 inh: 4.6; LYPLA1 inh: -1.5; PAFAH1B3 FP inh: 3.9; LYPLA2 counter: 3.3; PAFAH1B2 FP inh: 2.5; PAD4 inh: 1.0; PREPL inh: 1.2; PME-1 primary: -2.0; pPAFAH FP inh: 4.1

What do the screens show for `Cc1ccc(/C=c2\sc3nc(-c4cccs4)nn3c2=O)o1`?
GSTO1 inh: 11.6; LYPLA1 inh: -2.8; PAFAH1B3 FP inh: 5.8; LYPLA2 counter: 0.6; PAFAH1B2 FP inh: 1.1; PAD4 inh: -6.7; PREPL inh: 7.0; PME-1 primary: -8.4; pPAFAH FP inh: 6.2

Results for C/C(=N\NC(=S)NC1CCCCC1)c1ccc(O)cc1 ?
GSTO1 inh: 3.9; LYPLA1 inh: 2.0; PAFAH1B3 FP inh: -3.5; LYPLA2 counter: 1.7; PAFAH1B2 FP inh: 2.4; PAD4 inh: -7.6; PREPL inh: 8.8; PME-1 primary: 6.7; pPAFAH FP inh: -1.5

How did CCCCOCCCN1CC(=O)N2C(C)c3[nH]c4ccccc4c3C[C@H]2C1=O (stereo partly specified) do in these assays?
GSTO1 inh: 5.7; LYPLA1 inh: -5.8; PAFAH1B3 FP inh: 5.1; LYPLA2 counter: -6.8; PAFAH1B2 FP inh: 5.0; PAD4 inh: -4.2; PREPL inh: 26.8; PME-1 primary: -2.0; pPAFAH FP inh: 6.4

Results for Cc1cc(C)n2nc(SCC(=O)c3cc(C)n(CC4CCCO4)c3C)nc2n1 (stereo unspecified) ?
GSTO1 inh: -5.3; LYPLA1 inh: 4.4; PAFAH1B3 FP inh: 2.9; LYPLA2 counter: -6.1; PAFAH1B2 FP inh: -0.5; PAD4 inh: -5.5; PREPL inh: 14.4; PME-1 primary: -6.7; pPAFAH FP inh: 1.1

Results for Cn1c(=O)c2cc(NCc3ccccc3)nnc2n(C)c1=O ?
GSTO1 inh: 81.0*; LYPLA1 inh: 19.1*; PAFAH1B3 FP inh: 66.0*; LYPLA2 counter: 25.5; PAFAH1B2 FP inh: 11.7; PAD4 inh: 30.5*; PREPL inh: 36.1; PME-1 primary: 29.2*; pPAFAH FP inh: 9.8

Results for Cc1ccc(NC(=O)CSc2n[nH]c(-c3cccnc3)n2)c(Br)c1 ?
GSTO1 inh: 3.0; LYPLA1 inh: 2.8; PAFAH1B3 FP inh: 13.7; LYPLA2 counter: 1.3; PAFAH1B2 FP inh: 0.8; PAD4 inh: 4.2; PREPL inh: 7.3; PME-1 primary: -0.7; pPAFAH FP inh: 4.1

What do the screens show for `CCOC(=O)C1=C(C)N(CCCC(=O)O)C(=O)NC1c1ccccc1Cl` (stereo unspecified)?
GSTO1 inh: 3.0; LYPLA1 inh: 1.8; LYPLA2 counter: 3.4; PAD4 inh: -0.7; PREPL inh: 5.6; PME-1 primary: 3.9; pPAFAH FP inh: 1.6

What do the screens show for `Nc1nnc(SCc2coc(-c3ccc(Cl)cc3)n2)s1`?
GSTO1 inh: -3.0; LYPLA1 inh: 0.6; PAFAH1B3 FP inh: 4.7; LYPLA2 counter: 8.1; PAFAH1B2 FP inh: -1.8; PAD4 inh: -1.4; PREPL inh: -26.1; PME-1 primary: -3.7; pPAFAH FP inh: 1.9

Results for CC1CN(C(=O)CCC(=O)N2CCCCC2)c2cc(Cl)ccc2O1 (stereo unspecified) ?
GSTO1 inh: -1.7; LYPLA1 inh: 3.3; PAFAH1B3 FP inh: 8.8; LYPLA2 counter: -4.5; PAFAH1B2 FP inh: 10.1; PAD4 inh: 0.4; PREPL inh: 0.8; PME-1 primary: -1.3; pPAFAH FP inh: 4.2

Results for COc1cccc(CNC(=O)CNS(=O)(=O)c2ccc(Br)s2)c1 ?
GSTO1 inh: 2.4; LYPLA1 inh: -0.8; PAFAH1B3 FP inh: 5.3; LYPLA2 counter: -7.9; PAFAH1B2 FP inh: 1.2; PAD4 inh: -2.2; PREPL inh: -12.3; PME-1 primary: 1.7; pPAFAH FP inh: -6.9

Results for CCc1ccccc1NC(=O)CNC(=O)c1cc(C2CC2)nc2c1cnn2C(C)C ?
LYPLA1 inh: -0.4; PAFAH1B3 FP inh: 4.3; LYPLA2 counter: 0.4; PAFAH1B2 FP inh: -5.0; PAD4 inh: -0.9; PREPL inh: 1.1; PME-1 primary: 12.9; pPAFAH FP inh: 1.3

How did Cc1cc2oc3c(c(=O)c2cc1C)C(c1ccc(C(C)C)cc1)N(CCCN1CCOCC1)C3=O (stereo unspecified) do in these assays?
GSTO1 inh: -4.0; LYPLA1 inh: -0.7; PAFAH1B3 FP inh: -3.6; LYPLA2 counter: -2.7; PAFAH1B2 FP inh: 4.5; PAD4 inh: -1.5; PREPL inh: 13.1; PME-1 primary: 0.5; pPAFAH FP inh: 17.3

Results for CC(=O)c1ccc(NC(=O)CSC2=NS(=O)(=O)c3cc(Cl)ccc3N2)cc1 ?
GSTO1 inh: -12.6; LYPLA1 inh: 1.2; PAFAH1B3 FP inh: 7.4; LYPLA2 counter: 2.7; PAFAH1B2 FP inh: 3.6; PAD4 inh: 5.6; PREPL inh: -4.5; PME-1 primary: -1.6; pPAFAH FP inh: -6.5

How did CCOC(=O)c1c(NC(=O)CSc2nnc(Cc3ccccc3)o2)sc(C(C)=O)c1C do in these assays?
GSTO1 inh: 1.9; LYPLA1 inh: 1.3; PAFAH1B3 FP inh: -5.8; LYPLA2 counter: -2.0; PAFAH1B2 FP inh: 5.5; PAD4 inh: -1.0; PREPL inh: 7.0; PME-1 primary: -1.4; pPAFAH FP inh: 3.8

What do the screens show for `CC(=O)C1=C(C)Nc2ncnn2C1c1ccccc1Cl` (stereo unspecified)?
GSTO1 inh: 8.9; LYPLA1 inh: -0.8; PAFAH1B3 FP inh: 0.1; LYPLA2 counter: 4.3; PAFAH1B2 FP inh: 3.0; PAD4 inh: -0.9; PREPL inh: 13.9; PME-1 primary: 5.6; pPAFAH FP inh: -2.5

How did O=C(CCn1c(=O)oc2cc(Cl)ccc21)Nc1ccc(N2CCOCC2)cc1 do in these assays?
GSTO1 inh: 1.3; LYPLA1 inh: 2.4; PAFAH1B3 FP inh: -5.4; LYPLA2 counter: 5.5; PAFAH1B2 FP inh: 8.5; PAD4 inh: 1.4; PREPL inh: 49.3*; PME-1 primary: 1.8; pPAFAH FP inh: 4.8

Results for CC(=O)c1cccc(NC(=O)c2ccccc2N(C)S(=O)(=O)c2ccc(C)cc2)c1 ?
GSTO1 inh: 5.7; LYPLA1 inh: -0.9; PAFAH1B3 FP inh: 7.4; LYPLA2 counter: -4.0; PAFAH1B2 FP inh: 7.3; PAD4 inh: 6.0; PREPL inh: 6.8; PME-1 primary: 7.9; pPAFAH FP inh: -0.1

How did CCc1ccc(NC(=O)C(C)OC(=O)/C=C/c2ccc(O)c(OC)c2)cc1 (stereo unspecified) do in these assays?
PAFAH1B3 FP inh: 8.5; PAFAH1B2 FP inh: -1.3; PAD4 inh: -2.5; PREPL inh: 13.7; pPAFAH FP inh: 3.3

Results for Nc1ccccc1C(=O)NC1CCCCNC1=O (stereo unspecified) ?
GSTO1 inh: -0.4; LYPLA1 inh: -1.8; PAFAH1B3 FP inh: 6.1; LYPLA2 counter: -3.4; PAFAH1B2 FP inh: 8.5; PAD4 inh: -7.3; PREPL inh: 17.4; PME-1 primary: -5.4; pPAFAH FP inh: 0.3

How did O=C(CN1C(=O)COc2ccccc21)N(CCCN1CCOCC1)CC1CC=CCC1 (stereo unspecified) do in these assays?
GSTO1 inh: -2.9; LYPLA1 inh: -1.0; PAFAH1B3 FP inh: -0.8; LYPLA2 counter: 3.2; PAFAH1B2 FP inh: 0.8; PAD4 inh: 2.6; PREPL inh: 16.2; PME-1 primary: -0.5; pPAFAH FP inh: -2.6

How did CC(Oc1ccc(Br)cc1)C(=O)NC1CCCCCC1 (stereo unspecified) do in these assays?
LYPLA1 inh: 0.0; PAFAH1B3 FP inh: -0.9; LYPLA2 counter: 2.0; PAFAH1B2 FP inh: 5.9; PAD4 inh: 0.4; PREPL inh: 3.2; PME-1 primary: -2.2; pPAFAH FP inh: 2.3

What do the screens show for `O=C(c1ccc(NS(=O)(=O)c2cccc(F)c2)cc1)N1CCCC1`?
GSTO1 inh: 0.4; LYPLA1 inh: 2.9; PAFAH1B3 FP inh: 12.2; LYPLA2 counter: 3.4; PAFAH1B2 FP inh: -0.3; PAD4 inh: -0.8; PREPL inh: -4.3; PME-1 primary: -0.1; pPAFAH FP inh: 2.3

How did CC(=O)NCCCc1nc2ccccc2n1Cc1ccc(C)cc1 do in these assays?
GSTO1 inh: 5.0; LYPLA1 inh: -0.7; PAFAH1B3 FP inh: 3.8; LYPLA2 counter: -2.0; PAFAH1B2 FP inh: -0.2; PAD4 inh: 2.4; PREPL inh: -1.9; PME-1 primary: 4.1; pPAFAH FP inh: 0.7

High-throughput results: PubChem, The Scripps Research Institute Molecular Screening Center

An excerpt; the hit share may differ from the screen's.
